Pol kappa inh – qHTS for Inhibitors of Polymerase Kappa; hit rate 0.53% among 400,000; Potency, µM (doses to about 107 µM), inactives show at the top dose activity, negative = inhibition, hits mostly inhibitors; purified Pol kappa, fluorescent DNA synthesis assay, 10 min; also: potency is read from the fitted curve at half-maximal effect; % is scaled to controls: 0 for no effect and ±100 for the full control effect
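Kinetic fluorescence readout at 0 and 10 min followed reaction start with substrate at 50 nM final. Beforehand, enzyme (10 nM Pol kappa) stood 15 min with compound at room temperature; buffer-only wells were negative controls.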
POLB inh – qHTS Assay for Inhibitors of DNA Polymerase Beta. P06746. Pol beta primer extension/strand displacement, fluorescence kinetic. Potency, µM (top dose mostly 114 µM), without a hit: at the top dose activity change, negative = inhibition, usual class: inhibitors. hit rate 1.3% among 340,000. AID 485314, 2010; also: potency is read from the fitted curve at half-maximal effect; % is scaled to controls: 0 for no effect and ±100 for the full control effect
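Homogeneous kinetic assay of primer extension and strand displacement by 10 nM Pol beta, preincubated 15 min at room temperature with compound before 50 nM substrate (final) was added. Read at 0 and 10 min; four-parameter Hill fit.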
LDHA block – qHTS assay for inhibitors of human lactate dehydrogenase; L-lactate dehydrogenase A chain (Homo sapiens), P00338; purified LDHA, NADH/diaphorase-resazurin fluorescence; stronger effect = lower value; activity change, % (values are at about 110 or 230 µM); hit rate 0.15% among 480,000; in the data active = activity change below about -30%; inconclusive = mostly about -25% to -30%;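 also: plate controls were DMSO wells for no effect and wells without enzyme for full effect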
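Remaining NADH was detected by diaphorase (0.133 mg/mL) converting 37 µM resazurin to fluorescent resorufin, read at 0 and 20 minutes. The preceding 5-minute room-temperature reaction used 2 nM LDHA, 0.2 mM sodium pyruvate and 0.06 mM NADH at pH 7.4.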
Glioma ERSR ind – qHTS for Inducers of the Endoplasmic Reticulum Stress Response (ERSR) in Human Glioma: qHTS. AID 602332, 2012. hit rate 0.02% among 420,000. U87-MG GRP78 promoter luciferase reporter, 16 h. Potency, µM, for inactives: at the highest dose activation, actives largely listed as activators; also: potency is read from the fitted curve at half-maximal effect; series mostly up to about 76 µM; % of control where 0% means no effect; nearly all actives have a fitted effect of over 35% in size
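Stably transfected U87-MG glioma cells carrying a GRP78-based luciferase sensor; 16 h compound incubation. Luminescence end-point read 10 min after Bright-Glo addition at room temperature.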
BLM inh – qHTS Assay for Inhibitors of Bloom's syndrome helicase (BLM). RecQ-like DNA helicase BLM (Homo sapiens), P54132. recombinant BLM DNA unwinding, fluorescence dequenching. Potency, µM (series often up to 56.1 µM), for inactives: at the highest dose activity change, negative = inhibition, usual class: inhibitors. hit rate 0.2% among 350,000. AID 2528, 2010;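 also: potency is read from the fitted curve at half-maximal effect; plate controls were vehicle for no effect and no enzyme for full effect; nearly all actives have a fitted effect of over 35% in size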
APEX1 inh – qHTS Assay for Inhibitors of the Human Apurinic/apyrimidinic Endonuclease 1 (APE1); DNA repair nuclease/redox regulator APEX1 (Homo sapiens), P27695; recombinant APE1, TAMRA/BHQ-2 abasic DNA cleavage fluorescence; Potency, µM (series often up to 65.8 µM), for the others: at the highest dose activity change, negative = inhibition, hits mostly inhibitors; hit rate 0.35% among 350,000; AID 2517, 2012;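 also: potency is read from the fitted curve at half-maximal effect; plate controls were vehicle for no effect and reference inhibitor for full effect; nearly all actives have a fitted effect of over 55% in size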
Target sequence (P27695 whole entry, looked up): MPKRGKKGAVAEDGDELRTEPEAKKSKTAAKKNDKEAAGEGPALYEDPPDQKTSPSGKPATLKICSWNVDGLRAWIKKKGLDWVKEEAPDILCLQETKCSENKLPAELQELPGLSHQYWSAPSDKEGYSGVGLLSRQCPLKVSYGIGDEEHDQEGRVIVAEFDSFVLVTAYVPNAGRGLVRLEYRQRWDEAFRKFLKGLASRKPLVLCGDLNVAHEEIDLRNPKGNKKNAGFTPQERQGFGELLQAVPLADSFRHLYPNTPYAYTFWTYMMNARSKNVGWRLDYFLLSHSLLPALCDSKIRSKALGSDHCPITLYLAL
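APE1 at 0.75 nM final was preincubated with compound 15 min at room temperature, then 50 nM double-stranded THF abasic-site substrate (5'-TAMRA/3'-BHQ-2) was added. Fluorescence (ex 525/em 598 nm) was read kinetically; third-minus-first read gave activity.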
Pol iota inh – qHTS for Inhibitors of Polymerase Iota; DNA polymerase iota (Homo sapiens), Q9UNA4; Pol iota fluorescent replication assay, 10 min; Potency, µM (top dose mostly 115 µM), without a hit: at the highest dose activity, negative = inhibition, hits mostly inhibitors; hit rate 1% among 390,000; AID 588590, 2011; also: potency is read from the fitted curve at half-maximal effect
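Pol iota at 10 nM preincubated 15 min with compounds at room temperature; reaction started with fluorescent substrate, 50 nM final. Fluorescence read kinetically at 0 and 10 min; buffer-only wells as negative control.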
Anesthetic bind – qHTS Assay for Identification of Novel General Anesthetics. Ferritin light chain (Equus caballus), P02791. apoferritin/1-aminoanthracene competitive binding, fluorescence. Potency, µM (doses to about 77.5 µM), for the others: top-dose activity change, negative = displacement, most hits filed as inhibitors. hit rate 0.074% among 350,000. AID 485281, 2010; also: potency is read from the fitted curve at half-maximal effect; % is scaled to controls: 0 for no effect and ±100 for the full control effect; nearly all actives have a fitted effect of over 20% in size
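Apoferritin-based anesthetic binding model; compound displacement of fluorescent 1-AMA measured as endpoint fluorescence after 10 minutes at room temperature, scaled to free-ligand and complex controls.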
POLH inh – qHTS for Inhibitors of Polymerase Eta; hit rate 1.2% among 390,000; DNA polymerase eta (Homo sapiens), Q9Y253; recombinant Pol eta, fluorescent DNA replication assay; Potency, µM (top dose mostly 114 µM), inactives show top-dose activity change, negative = inhibition, hits mostly inhibitors; also: potency is read from the fitted curve at half-maximal effect; % is scaled to controls: 0 for no effect and ±100 for the full control effect
Target sequence (Q9Y253 whole entry, looked up): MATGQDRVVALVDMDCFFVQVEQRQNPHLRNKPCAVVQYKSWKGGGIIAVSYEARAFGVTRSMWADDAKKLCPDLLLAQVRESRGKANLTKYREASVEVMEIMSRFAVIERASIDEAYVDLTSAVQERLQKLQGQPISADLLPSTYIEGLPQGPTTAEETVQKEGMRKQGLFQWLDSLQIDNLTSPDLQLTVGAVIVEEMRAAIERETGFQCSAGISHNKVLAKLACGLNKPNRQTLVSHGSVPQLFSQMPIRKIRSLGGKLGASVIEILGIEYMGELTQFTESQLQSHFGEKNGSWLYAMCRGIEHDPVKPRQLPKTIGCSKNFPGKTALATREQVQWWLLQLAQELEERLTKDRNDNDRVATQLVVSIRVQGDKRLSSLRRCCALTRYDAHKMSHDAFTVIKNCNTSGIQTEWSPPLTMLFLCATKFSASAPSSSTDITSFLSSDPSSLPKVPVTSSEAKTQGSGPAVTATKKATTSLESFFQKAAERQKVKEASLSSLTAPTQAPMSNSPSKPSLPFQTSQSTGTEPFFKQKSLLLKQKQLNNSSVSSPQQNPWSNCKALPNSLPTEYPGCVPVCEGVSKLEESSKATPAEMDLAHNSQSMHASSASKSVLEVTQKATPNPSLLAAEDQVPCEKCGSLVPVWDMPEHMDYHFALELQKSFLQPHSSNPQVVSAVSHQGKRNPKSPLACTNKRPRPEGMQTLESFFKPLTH
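Fluorescent replication assay: 50 nM final substrate added after a 15 min room-temperature compound preincubation with 10 nM enzyme. Signal taken at 0 min and again at 10 min.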
Numbers without * were called inactive; u = inconclusive; x = no result given; & = joins results of further samples; [ ] = remark or other dose. Unless noted, calls follow the shape of the dose curve; as a rule, active = well fitted curve in the direction sought with a large enough effect; inconclusive = small, poorly fitted or top-dose-only effect, or another doubt; inactive = no such curve, though single readings can be large; an effect the other way counts as inactive or inconclusive. The list is partial, so the mix of outcomes need not match the whole.

Pol kappa inh	POLB inh	LDHA block	Glioma ERSR ind	BLM inh	SMILES	APEX1 inh	Pol iota inh	Anesthetic bind	POLH inh
-9%	-20%	3&-3	-5%	-3%	CCn1nc(C(=O)OCC(=O)N2CCc3ccccc32)c2ccccc2c1=O	-10%	0%	-8%	-12%
-8%	25%	-2	-1%	-5%	Cc1[nH]n(-c2ccccc2)c(=O)c1/C=N/Nc1nncc(-c2ccccc2)n1	-3%	24%	6%	-6%
-25%	x	-9	-4%	x	COc1cc(C(=O)Nc2cc(S(=O)(=O)N3CCOCC3)ccc2N2CCOCC2)cc(OC)c1C	x	-13%	x	-5%
-16%	-1%	-5	-6%	2%	O=C(Nc1ccccc1)N1CCN(C2c3ccccc3-c3ccccc32)CC1	u	3%[58.9 µM]	-5%	-15%
1%	23%	-4	-5%	-1%	COc1ccc(NS(=O)(=O)c2cccc(C(=O)NC3CCC(O)CC3)c2)cc1 (configuration not stated)	-4%	9%	-8%	-7%
0%	3%	0	-3%	-7%	O=C(CSc1ncccc1-c1nc2ccccc2[nH]1)N1CCN(c2ccccc2F)CC1	4%	0%	-15%	-6%
-9%	1%	-2	2%	-2%	O=C(CN1CCc2ccccc21)NCc1ccc2c(c1)OCO2	3%	-17%	-3%	5%
-5%	25%	1	-4%	-6%	CCC(C)NC(=O)c1c(C)cc(=O)oc1C (configuration not stated)	8%	28%	-15%	-17%
-4%	u	5	-2%	-4%	Cc1cc(C)cc(NC(=O)C2CCCN2C(=O)Oc2ccccc2)c1 (configuration not stated)	-5%	-17%	-6%	-11%
-4%	21%	4&-6	-2%	2%	Cc1ccc(Cn2c(Sc3nccc(C)n3)nc3c2c(=O)[nH]c(=O)n3C)cc1	0%	11%	-18%	-2%
-8%	11%	-3	-3%	0%	COCCNC(=S)N(Cc1cccnc1)Cc1ccc(OC)c(OC)c1	-1%	14%	3%	-4%
-5%	16%	0&-8	-6%	3%	Cc1c(C(=O)NC2=NCCS2)oc2ccccc12	10%	2%[58.9 µM]	-9%	-19%
-13%	-6%	0	-2%	4%	CCOC(=O)c1c(S(=O)(=O)NCC(=O)N2CCN(c3ccc(F)cc3)CC2)c(C)n(C)c1C	-20%	-5%	-10%	6%
-16%	10%	-5	0%	0%	Cc1sc(NC(=O)C2CCCCC2C(=O)O)c(C(N)=O)c1-c1ccccc1 (configuration not stated)	-1%	13%	-15%	-7%
-12%	-2%	2	-1%	-7%	N#Cc1cc2cc3ccccc3nc2n2c(=O)c3ccccc3nc12	-1%	105%[activator]	-9%	0%
u	-7%	4	-1%	0%	COc1cc(/C=C/C(=O)O)cc(S(=O)(=O)Nc2ccc3nc(C)sc3c2)c1OC	2%	-92%	1%	-20%
-10%[60.1 µM]	0%	4	-2%	-2%	CC(C)(C)NC(=O)Cn1cnc([N+](=O)[O-])n1	3%	-2%	-5%	-6%
-15%	36%	-2	-2%	-1%	Cc1cc(C)c(S(=O)(=O)Nc2nnc(C)s2)c(C)c1	0%	-15%	6%	-10%
-4%	16%	0	1%	-2%	CCc1nnc(SCC(=O)Nc2ccc(C(C)=O)cc2)nc1CC	2%	17%	-17%	-13%
-11%[60.1 µM]	6%	8	3%	-2%	CCC1C(O)=C(c2ccccn2)C(=N)N1c1ccccc1 (configuration not stated)	1%	-6%	-7%	-5%
-6%	u	-7	-3%	-21%	Cn1c(SCC(=O)c2ccc3c(c2)Cc2ccccc2-3)nnc1-c1ccccc1	-1%	u	-19%	8.9µM*
-1%	-24%	3	0%	0%	Cn1nnnc1NCc1ccc(Cl)c(Cl)c1	2%	74%[activator]	-9%	-17%
-12%	9%	-4	-3%	-2%	CC(=O)Nc1ccc(S(=O)(=O)NCCN2CCNC2=O)cc1Cl	45%[activator]	-5%	4%	-7%
-5%	6%	-12	-1%	1%	COc1ccc(C(=O)n2nnc3ccccc32)cc1OC	0%	13%	-12%	-8%
-20%	4%	-11	-1%	11%	CCOc1cc(CNCCN2CCOCC2)ccc1OCc1ccccc1Cl	0%	-30%	-19%	-10%

4 entries out of the list above, arranged by their value in LDHA block, lowest first:
Pol kappa inh	POLB inh	LDHA block	Glioma ERSR ind	BLM inh	SMILES	APEX1 inh	Pol iota inh	Anesthetic bind	POLH inh
-9%	1%	-2	2%	-2%	O=C(CN1CCc2ccccc21)NCc1ccc2c(c1)OCO2	3%	-17%	-3%	5%
-10%[60.1 µM]	0%	4	-2%	-2%	CC(C)(C)NC(=O)Cn1cnc([N+](=O)[O-])n1	3%	-2%	-5%	-6%
-4%	u	5	-2%	-4%	Cc1cc(C)cc(NC(=O)C2CCCN2C(=O)Oc2ccccc2)c1 (configuration not stated)	-5%	-17%	-6%	-11%
-11%[60.1 µM]	6%	8	3%	-2%	CCC1C(O)=C(c2ccccn2)C(=N)N1c1ccccc1 (configuration not stated)	1%	-6%	-7%	-5%

New compounds follow.
Pol kappa inh	POLB inh	LDHA block	Glioma ERSR ind	BLM inh	SMILES	APEX1 inh	Pol iota inh	Anesthetic bind	POLH inh
-15%	x	-8	2%	x	O=C(NC(=S)Nc1ccccc1CO)C1CCCCC1	2%	141%[activator]	x	-20%
-3%	u	-2	-3%	2%	Cc1cc2nc(-c3cccc(NC(=O)c4cccc5ccccc45)c3)oc2cc1C	x	24%	-4%	-21%
-5%	8%	0	-1%	-1%	CCOc1ccc(N=Cc2ccc3ccccc3c2)cc1	-3%	162%[activator]	-6%	13%
-9%	1%	-3	-2%	-2%	N#C/C(=C/c1ccccc1Cl)c1nc2ccccc2c(=O)[nH]1	x	-16%	-4%	8%
-12%	2%	-4	-2%	-3%	COC(=O)c1c(-c2cc(C)ccc2C)csc1NC(=O)C1CC=CCC1C(=O)O (configuration not stated)	-4%	113%[activator]	-19%	-16%
-5%	33%	-7	-4%	-4%	Cc1ccc(S(=O)(=O)N2CCC(C(=O)NC3CC3)CC2)cc1	20%	u	-5%	-17%
-4%	-2%	-2	-4%	-5%	O=S(=O)(/C=C/c1ccccc1)N1CCNCC1	29%	19%	-1%	-10%
-12%	u	-12	1%	-3%	O=C(CCC1COc2ccccc2O1)NCc1ccccc1 (configuration not stated)	3%	1%	-16%	-9%
-15%	8%	-2	-1%	5%	CCOCCn1c(=NC(=O)/C=C/c2ccccc2Cl)sc2cc(NC(C)=O)ccc21	5%	-3%	-5%	-3%
-3%	7%	-7	2%	-13%	COc1ccccc1OC(C)C(=O)O (configuration not stated)	2%	-4%	-5%	7%
-8%	-16%	-6	-8%	2%	COc1ccc(CC(=O)Nc2cccc(-c3nnc(-c4cccc(C)c4)o3)c2)cc1OC	3%	-3%	-2%	-13%
-15%	20%	-2	-6%	3%	CC1=CN2C(=NC(=O)CC2(C)C(=O)N(CC(=O)NC2CCCC2)c2ccccc2C)C=C1 (configuration not stated)	6%	9%	13%	3%
-8%[60.1 µM]	x	x	-5%	1%	COc1ccc(NC(=O)N2CCCC3(CCN(C(=O)c4cc(C(F)(F)F)cc(C(F)(F)F)c4)CC3)C2)cc1	-3%	x	x	x
3%	25%	-2	-1%	0%	CCN(CC)C(=O)CN1C(=O)COc2ccc(S(=O)(=O)N3CCOCC3)cc21	x	8%	0%	0%
2%	x	-2	-6%	x	O=C(Cc1ccccc1)N[C@@H]1c2ccccc2CC[C@@H]1OCc1ccccc1	15%	-23%	x	-4%
-1%	-3%	-8	6%	2%	O=C(O)C1CCN(C(=O)Cc2ccccc2)CC1	-3%	113%[activator]	-10%	1%
-13%	-9%	-3	-3%	-2%	C/C(=N\NC(=O)CCC(=O)Nc1ccccc1)c1cccs1	10%	-15%	5%	-12%
0%	-2%	0	-4%	1%	CN(C)S(=O)(=O)c1ccc(C(=O)N2CCC(c3nc4ccccc4o3)CC2)cc1	-6%	14%	-8%	-7%
-1%	25%	10	-5%	1%	Cc1ccc(CN2CCNC(=O)C2CC(=O)N(C)C2CCOCC2)cc1 (configuration not stated)	24%	9%	-3%	-13%
-13%	1%	-2	-1%	-13%	O=c1cc2c(nn1Cc1ccc(F)cc1)-c1ccccc1CC2	1%	-9%	u	-2%
-17%	24%	-8	0%	-7%	CCCCOc1ccc(N2CC(C(=O)NCc3ccco3)CC2=O)cc1 (configuration not stated)	4%	24%	-8%	-18%
-8%	26%	-1	-1%	-3%	CC(NC(=O)c1ccccc1Br)c1ccc2c(c1)CCCC2 (configuration not stated)	14%	-5%[58.9 µM]	-13%	-16%
-3%[60.1 µM]	-1%	-3	-3%	1%	CCOC(=O)c1cc(-c2ccccc2)n(CCCC(=O)Nc2ccc(C)cc2Cl)c1C	x	-17%	-16%	-8%
7%	1%	-3	3%	-2%	CCOC(=O)C1CCN(S(=O)(=O)c2cn(C)c(C)n2)CC1	-15%	35%[activator]	-2%	-8%
11%	-4%	-4	-4%	0%	Cn1c(=O)c2c(nc(SCC(=O)N3c4ccccc4CCc4ccccc43)n2C)n(C)c1=O	-3%	28%	-9%	-11%
-7%[60.1 µM]	37%	-3	-3%	-11%	COc1ccc(CCNC(=O)c2c(Nc3ccccc3C)sc(C(=O)c3ccccc3)c2N)cc1OC	x	30%	-17%	-19%
13%&-9%	x	5	-2%&-3%	x	C=CS(=O)(=O)N(Cc1ccccc1)[C@H](CO)CC(C)C	x	39%&22%[activator]	x	-12%
-12%	-22%	0	-6%	-1%	O=C(O)c1[nH]nc2c1COc1ccccc1-2	4%	3%	2%	-6%
-7%	-15%	-4	-2%	-7%	COc1cc(S(=O)(=O)N2CCN(C(=O)c3ccco3)CC2)ccc1Cl	5%	43%[activator]	-21%	-14%
-11%	6%	-9	1%	-4%	Cc1c(NC(=O)Nc2ccc(F)cc2F)c(=O)n(-c2ccccc2)n1C	41%	10%	u	8%

High-throughput results: PubChem BioAssay, National Center for Advancing Translational Sciences (NCATS)
